Screening data (PubChem)
FLuc modulator: qHTS profiling assay for firefly luciferase inhibitor/activator using purifed enzyme and Km concentrations of substrates (counterscreen for miR-21 project). AID 588342, 2011. 360,000 tested, 6.9% active. purified FLuc, Km substrates, luminescence inhibition. Potency, µM (top dose mostly 57.5 µM), for inactives: at the top dose activity change, negative = inhibition, actives largely listed as inhibitors;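 further: potency means the concentration at half of the fitted maximal effect; plate controls were vehicle for no effect and reference inhibitor for full effect; nearly all actives have a fitted effect of over 55% in size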
Target sequence (P08659 whole entry, looked up): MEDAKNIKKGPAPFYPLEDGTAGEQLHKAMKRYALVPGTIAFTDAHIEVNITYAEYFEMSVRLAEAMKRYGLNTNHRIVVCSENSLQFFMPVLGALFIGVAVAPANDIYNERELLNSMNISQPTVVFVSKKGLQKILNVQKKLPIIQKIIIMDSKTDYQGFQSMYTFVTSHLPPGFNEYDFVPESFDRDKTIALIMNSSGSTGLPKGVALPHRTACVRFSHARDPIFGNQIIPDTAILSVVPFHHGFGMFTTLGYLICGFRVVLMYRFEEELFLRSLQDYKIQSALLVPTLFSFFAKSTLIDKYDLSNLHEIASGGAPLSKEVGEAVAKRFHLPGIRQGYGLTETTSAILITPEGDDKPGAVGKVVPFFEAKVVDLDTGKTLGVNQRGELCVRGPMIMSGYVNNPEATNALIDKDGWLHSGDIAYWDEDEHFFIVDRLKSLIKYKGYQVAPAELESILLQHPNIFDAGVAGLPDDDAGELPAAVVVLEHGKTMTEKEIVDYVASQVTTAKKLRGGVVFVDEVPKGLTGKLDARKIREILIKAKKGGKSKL
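Purified P. pyralis luciferase, 10 nM final, with Km-level 10 uM D-luciferin and 10 uM ATP in 50 mM Tris acetate pH 7.5, 10 mM Mg acetate, 0.01% Tween-20, 0.05% BSA; 6-point qHTS titration about 60 µM downward; luminescence read.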
Tb PFK inh: qHTS Assay to Find Inhibitors of T. brucei phosphofructokinase. ATP-dependent 6-phosphofructokinase (Trypanosoma brucei brucei), O15648. AID 485367, 2010. T. brucei PFK, ADP-Glo luminescence. 330,000 tested, 0.17% active. Potency, µM (series often up to 57.5 µM), without a hit: at the highest dose activity, negative = inhibition, actives largely listed as inhibitors;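 further: potency means the concentration at half of the fitted maximal effect; 0% = uninhibited 1x PFK enzyme wells and -100% = no-enzyme wells; nearly all actives have a fitted effect of over 60% in size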
Target sequence (O15648 whole entry, looked up): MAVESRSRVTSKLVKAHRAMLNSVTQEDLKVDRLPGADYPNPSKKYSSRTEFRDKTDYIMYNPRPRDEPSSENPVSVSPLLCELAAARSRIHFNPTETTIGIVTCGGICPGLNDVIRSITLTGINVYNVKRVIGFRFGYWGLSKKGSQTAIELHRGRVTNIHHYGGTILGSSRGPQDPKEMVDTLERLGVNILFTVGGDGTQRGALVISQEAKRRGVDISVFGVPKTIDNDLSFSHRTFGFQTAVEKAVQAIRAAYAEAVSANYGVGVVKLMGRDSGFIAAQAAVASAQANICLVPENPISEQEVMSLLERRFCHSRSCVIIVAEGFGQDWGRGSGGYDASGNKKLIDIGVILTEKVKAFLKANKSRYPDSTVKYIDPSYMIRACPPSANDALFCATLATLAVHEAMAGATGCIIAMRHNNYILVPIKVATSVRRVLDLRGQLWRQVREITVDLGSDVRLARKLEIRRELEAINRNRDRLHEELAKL
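Activity is normalized to no-enzyme wells (full inhibition) and 1.25 nM enzyme wells (no inhibition). Reaction: 0.5 mM F6P, 0.1 mM ATP, 45 min RT, ADP-Glo luminescence; concentration-response curves fitted and classed by quality.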
TRPV1 agonist: HTS Assay for Compounds that Act as Agonists of the Vanilloid Receptor 1; 320,000 tested, 0.19% active; Transient receptor potential cation channel subfamily V member 1 (Homo sapiens), Q8NER1; activation, % at 8.33 µM; AID 540275, 2011; TRPV1-expressing cells, Fluo-8 calcium influx, agonist mode; in the data active means activation above about 80%; inconclusive means between about 30% and that limit; further: 0% is about no effect
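TRPV1-expressing cells were cultured overnight at 35.5C and loaded with Fluo-8 calcium dye for 40 to 90 min at room temperature. After a 10 s baseline, compound was added and calcium influx was read kinetically for 3 min (ex 480/em 520 nm).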
ELG1 genotoxic: qHTS screen for small molecules that induce genotoxicity in human embryonic kidney (HEK293T) cells expressing luciferase-tagged ELG1 | Potency, µM (doses to about 46 µM), for the others: at the top dose activity change, positive = activation, actives largely listed as activators | 330,000 tested, 1.3% active | HEK293T ELG1-luciferase reporter, luminescence, 16 h; further: potency means the concentration at half of the fitted maximal effect; % of control where 0% means no effect; nearly all actives have a fitted effect of over 60% in size
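16 hr compound incubation (37 °C, 5% CO2) of HEK293T cells carrying luciferase-tagged ELG1; luciferase then measured by ONE-Glo luminescence after 30 min at RT.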
p53 reactivator: qHTS assay for re-activators of p53 using a Luc reporter; 320,000 tested, 0.063% active; Potency, µM (top dose mostly 92.2 µM), for the others: at the highest dose activity change, positive = activation, most hits filed as activators; H1299 p53-A138V BP100-luciferase reporter, luminescence, 24 h; AID 504706, 2011; further: potency means the concentration at half of the fitted maximal effect; % of control where 0% means no effect; nearly all actives have a fitted effect of over 45% in size
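H1299 (p53-null), stable ts p53-A138V + BP100-Luc; 1000 cells/well, Opti-MEM/10% FBS; cpd 4 pt, 1:5; 24 h, 37 deg C, 5% CO2; detection reagent 10 min RT; luminescence.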
RORg inh: qHTS for inhibitors of ROR gamma transcriptional activity; Nuclear receptor ROR-gamma (Mus musculus), P51450; Drosophila S2 Gal4-RORgamma UAS-luciferase reporter, 20 h; Potency, µM (series often up to 53.6 µM), inactives show top-dose activity change, negative = inhibition, usual class: inhibitors; 310,000 tested, 5.4% active; AID 2551, 2010; further: potency means the concentration at half of the fitted maximal effect; on the % scale 0 is the no-effect control and ±100 the full control effect; nearly all actives have a fitted effect of over 60% in size
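Luciferase reporter read in Schneider cells carrying Gal4-RORγ (mouse) and UAS-Photinus luciferase; cells given compound 1 h before 700 uM copper sulfate induction, then incubated 20 h at ambient temperature.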
NPC1 prom act: qHTS Assay for NPC1 Promoter Activators. Huh7 NPC1 promoter luciferase reporter, 24 h. Potency, µM (titrated, usually from 9.22 µM), for inactives: at the top dose activation, usual class: activators. 320,000 tested, 2.4% active. AID 485313, 2010;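 further: potency means the concentration at half of the fitted maximal effect; % of control where 0% means no effect; nearly all actives have a fitted effect of over 60% in size; reporter is driven by a mutant NPC1 promoter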
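In 1536-well qHTS, Huh7 cells harboring an NPC1 promoter–luciferase construct received compound for 24 h; activation was quantified by luminescence following luciferase reagent addition.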
ELG1 repair inh: qHTS screen for small molecules that inhibit ELG1-dependent DNA repair in human embryonic kidney (HEK293T) cells expressing luciferase-tagged ELG1; HEK293T ELG1-luciferase reporter, luminescence, 16 h; DNA damage induced by 5-fluorouridine; Potency, µM (top dose mostly 46.1 µM), without a hit: top-dose activity change, negative = inhibition, most hits filed as inhibitors; 330,000 tested, 2.3% active; AID 504467, 2011; further: potency means the concentration at half of the fitted maximal effect; on the % scale 0 is the no-effect control and ±100 the full control effect; nearly all actives have a fitted effect of over 55% in size
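Overnight (16 hr) co-exposure of 2,000 cells/well to 5-fluorouridine and compound at 37 °C preceded detection. Luciferase was quantified via ONE-Glo luminescence; loss of signal denotes inhibition.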
Rab9 prom act: qHTS Assay for Rab9 Promoter Activators | Huh7 Rab9 promoter-luciferase reporter, luminescence, 24 h | Potency, µM (series often up to 9.22 µM), for the others: at the top dose activation, negative = inhibition, actives largely listed as activators | 320,000 tested, 2.8% active | AID 485297, 2010; further: potency means the concentration at half of the fitted maximal effect; % of control where 0% means no effect; nearly all actives have a fitted effect of over 60% in size
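Cells were plated at 1500 per well in reduced-serum medium with 10% FBS and left 2 h. Compound in DMSO was then added for 24 h at 37 °C. Reporter signal was read by luminescence after 10 min with luciferase detection reagent.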
BRCA1 expr up: qHTS Assay to Identify Small Molecule Activators of BRCA1 Expression | MCF7-BRCA1-FFLuc reporter, luminescence, 48 h; response scale: scaled: vehicle 0%, 10 µM genistein 100% | Potency, µM (highest dose often 46.1 µM), for inactives: at the top dose activation, most hits filed as activators | 380,000 tested, 1.1% active | AID 624202, 2012; further: potency means the concentration at half of the fitted maximal effect; nearly all actives have a fitted effect of over 80% in size; some results filed as inactive show a strong effect at the top dose
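First, MCF7-BRCA1-FFLuc cells (2000/well) attach for 2 h; next, compounds are pin-added and incubated 48 h at 37 °C; finally, luciferase reagent is added and luminescence read after 15 min.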
Gal4-VP16 FLuc: VP16 counterscreen qHTS for inhibitors of ROR gamma transcriptional activity | Drosophila S2 Gal4-VP16 UAS-luciferase, luminescence, 20 h | Potency, µM (series often up to 53.6 µM), inactives show at the top dose activity, negative = inhibition, actives largely listed as inhibitors | 310,000 tested, 3.5% active | AID 2546, 2010;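 further: Gal4-VP16 expression switched on by copper sulfate through the metallothionein promoter; potency means the concentration at half of the fitted maximal effect; on the % scale 0 is the no-effect control and ±100 the full control effect; nearly all actives have a fitted effect of over 50% in size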
* hit, by the source's call; ? = inconclusive; nt = not tested or not shown; & = joins results of further samples; [ ] = remark or other dose. Unless noted, the call rests on the fitted dose curve; in most records, active means well fitted curve in the direction sought with a large enough effect; inconclusive means small, poorly fitted or top-dose-only effect, or another doubt; inactive means no such curve, though single readings can be large; an effect the other way counts as inactive or inconclusive.

Values run as follows: FLuc modulator	Tb PFK inh	TRPV1 agonist	ELG1 genotoxic	p53 reactivator	RORg inh	NPC1 prom act	ELG1 repair inh	Rab9 prom act	BRCA1 expr up	Gal4-VP16 FLuc
Cc1nn(CCCC(=O)NCc2ccco2)c(=O)c2nn(-c3ccccc3)c(C)c12
 : 0%	-2%	0	-1%	0%	4%	1%	-1%	-7%	4%	-1%
CCCN1CCN(CCCNC(=O)Cn2cc3c(n2)CCCC3)CC1
 : -1%	0%	0	-6%	-4%	23%	2%	1%	1%	-7%	1%
CCOc1ccc(NC(=O)CCN2CCN(S(=O)(=O)c3ccc(F)cc3)CC2)cc1
 : 0%	0%	-5	3%	-31%[inhibitor]	1%	0%	2%	2%	-21%	-3%
O=C1c2ccccc2C(Nc2ccc(S(=O)(=O)N3CCCCCC3)cc2)N1c1ccccn1 (centres undefined)
 : 0%	-4%	6	-4%	-2%	1%	-2%	1%	1%	-5%	0%
COc1ccc2[nH]cc(CCNC(=O)CC[C@H]3O[C@@H](n4cc(C)c(=O)[nH]c4=O)C[C@@H]3O)c2c1
 : nt	-5%	nt	1%	8%	nt	nt	9%	nt	10%	nt
COC(=O)C1=C(C)N(C)C(=O)NC1c1c(OC)ccc2ccccc12 (centres undefined)
 : 1%	-3%	1	-4%	5%	-2%	-1%	-1%	-3%	-25%	0%
Cc1ccc(S(=O)(=O)Nc2nc(C)c(C(=O)NNS(=O)(=O)c3cc(C)ccc3C)s2)cc1
 : -10%	-1%	9	-5%	0%	2%	-5%	-5%	0%	3%	-2%
Cc1ccc(S(=O)(=O)N2CCN(S(=O)(=O)N(C)C)CC2)c(C)c1
 : 0%	-3%	1	-8%	4%	35%	4%	-23%	-7%	-33%	-5%
CCc1cc2ccc(C)cc2nc1SCC(=O)NC1CCCC1
 : -1%	2%	16	0%	3%	4%	-3%	10%	3%	-23%	4%
COc1ccc(N(C)S(=O)(=O)c2cccc(C(=O)OCC(=O)Nc3sc4c(c3C#N)CCCCC4)c2)cc1
 : -12%	13%	-1	7%	-2%	20%	7%	?	25%	1%	-1%
CC(C)Oc1ccc(C(=O)Nc2cccc(S(=O)(=O)N3CCCC3)c2)cc1
 : nt	2%	nt	-2%	10%	nt	nt	23µM*	nt	-21%	nt
CN(C)C=Nc1nonc1-c1ncn[nH]1
 : -3%	-7%	1	4%	-10%	-7%	-3%	15%	-3%	1%	-4%
CCCCCCn1c(-c2ccco2)nc2oc3cc(OC)ccc3c(=O)c2c1=O
 : 2%	-14%	-5	-4%	0%	?	-6%	?	-4%	-54%	-12%
Cc1noc(/C=C/N(C)C)c1S(=O)(=O)N1CCCC(C(=O)NCc2cccs2)C1 (centres undefined)
 : -1%	1%	-5	-2%	-1%	-4%	1%	1%	-5%	-1%	-22%
O=C(O)c1ccccc1/C=N/Nc1nc(N2CCCCC2)nc(N2CCCCC2)n1
 : 1%	2%	10	3%	5%	-25%	-6%	8%	1%	nt	-1%
CC/C(=N\NC(=O)c1ccc2c(c1)OCO2)C12CC3CC(CC(C3)C1)C2
 : -2%	-4%	?	14%	?	-11%	0%	?	-1%	44%	-18%
CN(C(=O)CN1C(=O)NC2(CCc3ccccc32)C1=O)C1CCCCC1 (centres undefined)
 : nt	-2%	nt	1%	-1%	nt	nt	-1%	nt	-12%	nt
Cc1cc(C)c(C(=O)COC(=O)Cn2nc(-c3ccccc3)oc2=O)cc1C
 : nt	2%	nt	0%	-4%	nt	nt	0%	nt	-3%	nt
C/C(=N\NC(=O)C1CC1c1ccccc1)c1cccs1 (centres undefined)
 : 5%	-3%	21	-1%	0%	-24%	1%	1%	3%	6%	14%
CCC(=O)N1CCc2cc(Br)cc(S(=O)(=O)N(C)c3ccc(OC)cc3)c21
 : -1%	-6%	7	-27%	0%	21%	0%	?	3%	-15%	0%
CCN(CC)CCCNC(=O)c1cn(CC)c2ccc(S(=O)(=O)N3CCc4ccccc4C3)cc2c1=O
 : -1%&1%	-3%	2	-1%	8%	2%	-5%	-2%	-2%	-43%&4%	-4%
CCc1ccccc1N1C(=O)[C@@H]2Cc3ccccc3CN2C1=O
 : -3%	-12%	4	-1%	0%	15%	0%	-6%	2%	1%	5%
OCC1(CC2CCCCO2)CCN(Cc2cccc(O)c2)CC1 (centres undefined)
 : -1%	13%	2	0%	-2%	4%	-6%	7%	0%	10%	-11%
Cc1cc(C)c2oc(=O)cc(CN3CCC(C)CC3)c2c1
 : 1%	-1%	20	-4%	16%	-16%	-5%	23%	1%	-32%	-1%
COCC(=O)Nc1ccc(Br)cc1
 : 1%	4%	8	6%	5%	5%	-3%	?	1%	4%	10%
Cc1ccc(C(=O)NCCCCNC(=O)c2ccc(C)o2)o1
 : -12%	-7%	1	-2%	4%	-14%	1%	6%	0%	-18%	1%
CCN(CC)CCNC(=O)c1ccc(NC(=O)c2ccc(C(=O)c3ccccc3)cc2)cc1
 : 2%	-2%	29	7%	5%	nt	-3%	?	-2%	-42%	nt
CN1C(=O)C(CC(=O)Nc2ccc(Cl)cc2)N(Cc2ccco2)C1=S (centres undefined)
 : 2%	-6%	0	0%	-3%	?	-5%	-7%	0%	-29%	?
O=C(c1ccco1)N(Cc1ccc([N+](=O)[O-])cc1)c1ccc(Br)cc1
 : 2%	-5%	2	-6%	-2%	?	-5%	-1%	-8%	-31%	-8%
CC(C(=O)Nc1ccccc1C(=O)N1CCCC1)n1nnc2ccccc21 (centres undefined)
 : -3%	-8%	0	-1%	1%	36%	2%	12%	11%	1%	21%
Cc1ccc(S(=O)(=O)NC(C)(C)C)cc1C(=O)OC(C)C(=O)NC1CC1 (centres undefined)
 : -2%	-2%	2	-1%	1%	nt	0%	-4%	-1%	-11%	nt
CNC(=O)CN1C(=O)CSc2nc(C)cc(C)c21
 : -2%	-3%	2	4%	2%	-13%	-2%	12%	1%	9%	-11%
CNC(=O)CSc1nnc(-c2cccs2)o1
 : 5%[2.3 µM]	0%	2	0%	-2%	4%	-3%	7%	-1%	6%	1%
Cn1c(=O)c2c(nc(Sc3ncnn3CC(=O)N3CCOCC3)n2C)n(C)c1=O
 : -2%	0%	-2	0%	-3%	1%	-5%	0%	1%	4%	-1%
Cc1ccc(OCCn2cnc3cc([N+](=O)[O-])ccc3c2=O)cc1
 : -4%	1%	8	-9%	-4%	-13%	-6%	21µM*	-1%	-13%	-10%

A draw from above in order of count of non-hydrogen atoms, descending.
Values run as follows: FLuc modulator	Tb PFK inh	TRPV1 agonist	ELG1 genotoxic	p53 reactivator	RORg inh	NPC1 prom act	ELG1 repair inh	Rab9 prom act	BRCA1 expr up	Gal4-VP16 FLuc
O=C1c2ccccc2C(Nc2ccc(S(=O)(=O)N3CCCCCC3)cc2)N1c1ccccn1 (centres undefined)
 : 0%	-4%	6	-4%	-2%	1%	-2%	1%	1%	-5%	0%
Cc1ccc(OCCn2cnc3cc([N+](=O)[O-])ccc3c2=O)cc1
 : -4%	1%	8	-9%	-4%	-13%	-6%	21µM*	-1%	-13%	-10%
Cc1cc(C)c2oc(=O)cc(CN3CCC(C)CC3)c2c1
 : 1%	-1%	20	-4%	16%	-16%	-5%	23%	1%	-32%	-1%
